# TDP-43 yeast inh = qHTS of TDP-43 Inhibitors. TDP-43 expressing yeast growth rescue, BacTiter-Glo, 24 h. AID 652104, 2013. Potency, µM (highest dose often 46.1 µM), without a hit: top-dose growth rescue (activation), usual class: activators. 410,000 tested, 1.8% active; also: potency is read from the fitted curve at half-maximal effect; % of control where 0% means no effect; nearly all actives have a fitted effect of over 50% in size
#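 Cell-based yeast growth screen: TDP-43 expression induced in galactose, inoculum OD600=0.02 after raffinose pregrowth to mid-log. Read-out BacTiter-Glo luminescence at 24 hr, 30 deg C; inhibition of toxicity seen as signal increase.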
# GLP1R inv ag = qHTS of GLP-1 Receptor Inverse Agonists (Inhibition Mode); Glucagon-like peptide 1 receptor (Homo sapiens), P43220; HEK293 GLP-1R CRE-luciferase, luminescence, 24 h; GLP-1R form is constitutively active; Potency, µM (titrated, usually from 38.3 µM), inactives show top-dose activity change, negative = inhibition, hits mostly inhibitors; 410,000 tested, 1.6% active; AID 624417, 2012; also: potency is read from the fitted curve at half-maximal effect; % is scaled to controls: 0 for no effect and ±100 for the full control effect; nearly all actives have a fitted effect of over 55% in size
# Target sequence (P43220 whole entry, looked up): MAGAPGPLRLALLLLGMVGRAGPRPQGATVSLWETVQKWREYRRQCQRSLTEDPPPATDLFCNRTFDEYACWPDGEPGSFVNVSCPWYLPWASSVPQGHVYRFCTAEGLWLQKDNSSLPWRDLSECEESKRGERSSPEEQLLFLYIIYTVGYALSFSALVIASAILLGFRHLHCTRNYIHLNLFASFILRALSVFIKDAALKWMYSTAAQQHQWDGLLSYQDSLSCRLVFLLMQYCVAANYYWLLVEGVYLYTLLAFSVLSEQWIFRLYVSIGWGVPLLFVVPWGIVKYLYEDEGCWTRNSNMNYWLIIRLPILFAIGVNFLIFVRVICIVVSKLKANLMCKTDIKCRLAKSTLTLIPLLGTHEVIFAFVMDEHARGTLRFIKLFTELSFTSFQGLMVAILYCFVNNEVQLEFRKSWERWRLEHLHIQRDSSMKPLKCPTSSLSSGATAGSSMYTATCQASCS
#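 Cells are plated, allowed 12 hours at 37 deg C, then treated with compounds for 24 hr before luciferase detection reagent is added and luminescence is read after 12 min at room temperature. The HEK293 line carries constitutively active GLP-1R with a cAMP-responsive reporter.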
# PTHR1 ag = qHTS for PTHR1 Agonists: Primary Screen | 410,000 tested, 0.075% active | HEK293 GP2 PTHR1 cells, GloSensor cAMP luminescence, 1 h | Potency, µM (series often up to 115 µM), without a hit: top-dose activation, usual class: activators | Parathyroid hormone/parathyroid hormone-related peptide receptor (Homo sapiens), Q03431; also: potency is read from the fitted curve at half-maximal effect; nearly all actives have a fitted effect of over 55% in size; some results filed as inactive show a strong effect at the top dose; inactives centre near -15; many of its hits are not listed in these tables
# Target sequence (Q03431 whole entry, looked up): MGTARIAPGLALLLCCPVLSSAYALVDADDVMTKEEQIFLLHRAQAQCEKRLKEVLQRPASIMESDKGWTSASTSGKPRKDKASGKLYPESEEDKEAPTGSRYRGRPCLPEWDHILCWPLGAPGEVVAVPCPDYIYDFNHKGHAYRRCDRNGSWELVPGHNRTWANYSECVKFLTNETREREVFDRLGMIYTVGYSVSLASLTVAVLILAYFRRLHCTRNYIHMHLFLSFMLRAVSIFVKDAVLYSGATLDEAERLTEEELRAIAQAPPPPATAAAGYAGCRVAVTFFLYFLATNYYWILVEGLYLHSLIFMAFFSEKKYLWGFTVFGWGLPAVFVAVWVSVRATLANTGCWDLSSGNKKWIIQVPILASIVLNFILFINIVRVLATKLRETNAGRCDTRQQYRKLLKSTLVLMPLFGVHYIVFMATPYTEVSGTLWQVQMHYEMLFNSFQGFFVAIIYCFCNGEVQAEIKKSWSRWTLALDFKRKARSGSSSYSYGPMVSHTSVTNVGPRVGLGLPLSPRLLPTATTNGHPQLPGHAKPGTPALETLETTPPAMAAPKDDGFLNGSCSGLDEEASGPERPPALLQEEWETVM
#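 HEK-293-derived GP2 cells expressing PTHR1 and a GloSensor cAMP reporter, 3,000/well, plated overnight, given luciferin plus IBMX (each 0.5 mM as added) for 1 h at 37 °C, then compound for 1 h at 37 °C. Luminescence was read after 15 min at room temperature.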
# FUS yeast rescue = qHTS for Suppressors of FUS Proteinopathy: Primary screen using FUS-linked yeast assay; S. cerevisiae FUS-expressing, growth rescue, OD600, 24 h; Potency, µM (highest dose often 76.6 µM), for the others: at the top dose growth rescue (activation), hits mostly activators; 390,000 tested, 0.24% active; AID 1347120, 2019;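 also: potency is read from the fitted curve at half-maximal effect; plate controls were DMSO vehicle for no effect and reference control for full effect; nearly all actives have a fitted effect of over 55% in size; some results filed as inactive show a strong effect at the top dose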
#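 Toxicity suppression screen in FUS-yeast. Cells induced with 2% galactose, starting OD 0.005, treated 24hr at 30C with compounds at multiple final concentrations; growth by OD600.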
# Akt phos inh = HTS Assay for Inhibitors of Akt Phophorylation: Primary Screen | Neuro2A IGF-stimulated pAkt S473 HTRF, 20 min; stronger effect = lower value | activity change, % for hits at 50 µM | 360,000 tested, 0.32% active; in the data active = activity change below about -80%; inconclusive = mostly about -51% to -80%; also: % is scaled to controls: 0 for no effect and ±100 for the full control effect
#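 Neuro2A cells (4,500/well, DMEM with 0.5% FBS) were treated with compound at a single 50 µM final concentration, stimulated with 6 nM IGF for 20 min at 37 °C, and lysed. Phospho-Akt Ser473 was read by HTRF as 665/615 ratio ×10^4.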
# HEK293 tox = qHTS of GLP-1 Receptor Inverse Agonists: Cytotox Screen; HEK293 cAMP-luciferase reporter cells, luminescence, 24 h; Potency, µM (series often up to 38.3 µM), for the others: top-dose activity change, negative = inhibition, actives largely listed as inhibitors; 410,000 tested, 0.13% active;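 also: loss of luciferase light is scored as toxicity; potency is read from the fitted curve at half-maximal effect; % is scaled to controls: 0 for no effect and ±100 for the full control effect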
#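 To flag toxic compounds, the library was rerun on cells for 24 hr at 37 deg C and 5% CO2. Viability-linked luminescence was captured 12 min after adding luciferase detection reagent.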
# Mm-Cpn inhibitor = Inhibitors of TCP-1 ring complex (TRiC) of Methanococcus maripaludis (MmCpn): qHTS | purified Mm-Cpn ATPase, ADP Transcreener TR-FRET | Potency, µM (doses to about 76.9 µM), without a hit: top-dose activity, negative = inhibition, most hits filed as inhibitors | 330,000 tested, 0.031% active | Chaperonin Mm-Cpn (Methanococcus maripaludis); also: potency is read from the fitted curve at half-maximal effect; % is scaled to controls: 0 for no effect and ±100 for the full control effect; nearly all actives have a fitted effect of over 80% in size
#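 Reaction buffer contained 30 mM Tris pH 7.4, 100 mM KCl, 5 mM MgCl2 and 1 mM DTT. Mm-CPN (25 nM final) hydrolysed 10 uM ATP over 30 min at 37°C; ADP was read by HTRF.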
# Abeta rescue = qHTS for compounds that reverse cellular toxicity of Amyloid beta (A-beta) peptide in yeast: Primary Screen | yeast expressing A-beta42, growth rescue, OD600, 48 h; response scale: 0% DMSO, 100% iron-clioquinol control | Potency, µM (series often up to 46.1 µM), for the others: at the top dose growth rescue, usual class: activators | AID 1347071, 2019 | 410,000 tested, 0.063% active; also: potency is read from the fitted curve at half-maximal effect; nearly all actives have a fitted effect of over 55% in size
#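 Yeast A-beta toxicity model in growth medium with pinned compounds, 48 h at 30 C; growth read as absorbance at 600 nm. Normalized to FeCl3/clioquinol equimolar mix (positive) and DMSO (negative).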
# aSyn yeast inh = qHTS of alpha-syn Inhibitors; Yeast expressing alpha-synuclein, growth rescue, BacTiter-Glo, 24 h; Potency, µM (highest dose often 46.1 µM), for the others: at the highest dose growth rescue (activation), usual class: activators; 370,000 tested, 0.14% active; AID 652106, 2013; also: potency is read from the fitted curve at half-maximal effect; % of control where 0% means no effect; nearly all actives have a fitted effect of over 65% in size
#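 Readout is rescue of growth in alpha-synuclein-expressing yeast, so inhibitors of toxicity appear as activators. Growth after 24 hr at 30 deg C in galactose medium is quantified by luminescence.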
# An asterisk follows results filed as active; i = inactive; ? = inconclusive; / = no result given; & = joins results of further samples; [ ] = remark or other dose. Unless noted, calls follow the shape of the dose curve; as a rule, active = well fitted curve in the direction sought with a large enough effect; inconclusive = small, poorly fitted or top-dose-only effect, or another doubt; inactive = no such curve, though single readings can be large; an effect the other way counts as inactive or inconclusive. This is a subset; count on the stated rates, not on these rows.
SMILES,TDP-43 yeast inh,GLP1R inv ag,PTHR1 ag,FUS yeast rescue,Akt phos inh,HEK293 tox,Mm-Cpn inhibitor,Abeta rescue,aSyn yeast inh
Cc1ccc(OC(=O)CCC(=O)NC(C)c2ccccc2)cc1 (stereo not drawn),-25%,2%,i,/,i,-10%,1%,40%,-6%
N=C1c2ccccc2CN1c1ccc(S(=O)(=O)N2CCCCC2)cc1,-15%,3%[0.307 µM],-23%,18%,i,-3%[0.307 µM],2%,11%,0%
CN(CC(=O)Nc1ccc(S(=O)(=O)N2CCCC2)cc1)Cc1cccc(Cl)c1Cl,-5%,?,-25%,/,i,-24%,-1%,25%,16%
Cc1ccsc1S(=O)(=O)N1CCC(CO)(CC2CCCCO2)CC1 (stereo not drawn),14%,?,i,-14%,i,-4%,3%,5%,0%
CC(=O)Nc1ccccc1C(=O)C(=O)NCCc1ccccc1,11%,-3%[0.307 µM],i,3%,i,3%[0.307 µM],-1%,12%,-1%
Cc1ccc(CNC(=O)C2c3ccccc3C(=O)N(C)C2c2c[nH]c3ccccc23)o1 (stereo not drawn),17%,-13%,i,1%,i,-5%,/,20%,6%
COc1ccccc1N1CCN(CCCNc2c(C)c(=O)n(C)c(=O)n2C)CC1,-18%,-2%,7%,-42%,i,-1%,/,-14%,1%&0%
Cc1cccc(-c2nc(CS(=O)CC(=O)N3CCc4ccccc4C3)c(C)o2)c1 (stereo not drawn),18%,-15%,-26%,37%,i,-8%,-4%,-9%,10%
Cc1cc(C)cc(-n2c(=O)c3sccc3n(CC(=O)NCc3ccco3)c2=O)c1,-13%,0%,-8%[57.5 µM],8%,/,0%,0%,-3%,0%
CN(C)CCCNC(=S)N(CCO)Cc1cc2cc3c(cc2[nH]c1=O)OCO3,16%,11%,-9%,0%,i,1%,-23%,-8%,0%
Cc1cc(Nc2ccccc2F)n2nc(Cc3ccc(Cl)cc3)nc2n1,20%,14%,i,-4%,/,4%,/,-3%,/
CC(C)(Oc1ccc(Br)cc1)C(=O)N1CCc2ccccc21,-10%,?,-27%[57.5 µM],26%,i,18%,-1%,14%,-10%
CCNC(=O)C1(C)CCCN(C(=O)c2ccc(OC)c(F)c2)C1 (stereo not drawn),10%,26%,i,-4%,i,0%,/,-12%,-3%
CC(C)N(Cc1ccccc1)S(=O)(=O)c1ccc(F)cc1,19%,?,-11%,3%,i,2%,-1%,8%,9%
On1c(-c2ccccc2Cl)nc2ncccc21,5%,17%,-4%,-14%,i,-2%,0%,-13%,4%
COc1cc2c(cc1OC)n(CC(=O)c1cc(C)ccc1C)c(=O)n1nc(CCn3nc(C)cc3C)nc21,17%,-64%,-22%,29%,/,10%,/,-7%,/
NS(=O)(=O)c1ccc2nc(NC(=O)COc3ccc(Cl)cc3Cl)sc2c1,4%[9.22 µM],-18%,-3%,-4%,/,-5%,/,-2%,/
Cc1cc(/C=N/Nc2ccc([N+](=O)[O-])cn2)c(C)n1-c1cccc(C(=O)O)c1,-16%,-5%,i,30%,i,?,-5%,6%,-8%
CCCOc1ccc(NC(=O)CNC(=O)c2cc(OC)cc(OC)c2)cc1OCCC,15%,-48%,-10%,5%,i,-21%,-1%,-6%,1%
[O-]/C(=C(\C(=S)NCc1ccc2c(c1)OCO2)[n+]1ccccc1)c1ccc(Cl)s1,25%,6%,-51%[inhibitor],-19%,i,-1%,1%,?,1%

# Pulled by structure from above, 2 records:
SMILES,TDP-43 yeast inh,GLP1R inv ag,PTHR1 ag,FUS yeast rescue,Akt phos inh,HEK293 tox,Mm-Cpn inhibitor,Abeta rescue,aSyn yeast inh
COc1cc2c(cc1OC)n(CC(=O)c1cc(C)ccc1C)c(=O)n1nc(CCn3nc(C)cc3C)nc21,17%,-64%,-22%,29%,/,10%,/,-7%,/
CN(C)CCCNC(=S)N(CCO)Cc1cc2cc3c(cc2[nH]c1=O)OCO3,16%,11%,-9%,0%,i,1%,-23%,-8%,0%

# Next structures:
SMILES,TDP-43 yeast inh,GLP1R inv ag,PTHR1 ag,FUS yeast rescue,Akt phos inh,HEK293 tox,Mm-Cpn inhibitor,Abeta rescue,aSyn yeast inh
O=C(Nc1ccc(Cl)cn1)C1CCCN(c2ncnc3c2nc2n3CCCCC2)C1 (stereo not drawn),?,-93%,-39%[inhibitor],21%,i,-28%,-1%,-62%[inhibitor],1%
CCCCN1C[C@H](CSC)[C@@H](CC(=O)Nc2ccc(OC)cc2)C1=O,18%,-5%,-18%,-10%,i,-14%,/,8%,-4%
CC(C)c1cc(=O)n2[nH]c(SCc3ccc(Cl)cc3)nc2n1,8%,-40%,-9%,9%,i,-11%,3%,-14%,13%
COCc1c(C(=O)N2CCN(Cc3ccc4c(c3)OCO4)CC2)oc2ccccc12,-12%,?,-97%[inhibitor],-13%,i,10%,-2%,-1%,1%
O=C(NNC(=O)C1CC=CCC1)c1ccccc1Cl (stereo not drawn),-3%,3%,-10%,3%,i,5%,-1%,7%,-8%
CCOc1ccc(NC(=O)CSc2nc(=O)n(Cc3ccccn3)c3c2CCC3)cc1,9%,-1%,-21%,?,i,17%,-1%,7%,3%
CC(C)CCNC(=O)C(=O)NCCC1=CCCCC1,11%,27%,-14%,/,i,0%,-1%,20%,-1%
CC1(C(=O)Nc2ccc3c(c2)OCO3)CC1(Cl)Cl (stereo not drawn),5%,2%,i,1%,i,4%,-5%,8%,-2%
COCCCN1C(=O)c2ccc(C(=O)OCC(=O)NCc3ccccc3OC)cc2C1=O,-12%,-2%,-12%,18%,i,-3%,2%,2%,1%
O=C(Cn1c(=O)nc(-c2ccccc2)c2cc(Cl)ccc21)NCCc1ccc(Cl)cc1,16%,8%,-6%,-2%,/,3%,/,6%,/
CCOc1ccc(CCNC(=O)C2CCN(C(=O)N3CC(CC)Oc4ccccc43)CC2)cc1 (stereo not drawn),5%,9%,0%,-1%,/,26%,/,-12%,/
CN(CC(=O)Nc1ccc(F)cc1)C(=O)c1ccc(-c2ccc(Cl)cc2)o1,?,?,-3%,/,i,-10%,-7%,-14%,10%
COC(=O)C1=C(C(=O)OC)C(C(=O)OC)N2C=CC=CC2=C1C(=O)OC (stereo not drawn),12%,13%,-20%,-12%,i,-9%,/,-16%,-4%
Cc1nn(C)c2c1c(-c1ccccc1)cc(=O)n2C(C)C(=O)NCc1ccc(F)cc1 (stereo not drawn),4%,-23%,i,?,/,2%,/,2%,/
COc1ccc(-c2cn(CCO)c(CCN)n2)cc1,7%,8%,-20%,-8%,i,9%,-1%,4%,-1%
Cc1ccc(NC(=O)N2CCCC2c2cccs2)cc1 (stereo not drawn),?,?,-23%,-17%,i,-12%,?,-5%,0%
Cn1c2c(c(O)c(-c3ccccc3)c1=O)C(=O)CC(C)(C)C2,-2%,-24%,i,20%,i,16%,-14%,2%,0%
CC(C)COc1ccc(C(=O)N2CCC(c3nc4ccccc4s3)CC2)cc1,0%,-33%,-50%[inhibitor],?,/,-10%,/,-18%,/
CCN1C(=O)/C(=c2\sc3nc(=O)c(Cc4ccccc4)nn3c2=O)c2ccccc21,-11%,10%,-15%,-19%,i,7%,0%,2%,2%
O=C1CNC(=S)N1CCc1ccccc1Cl,-21%[1.82 µM],7%,i,-13%,i,-1%,4%,30%,3%
Cc1cc(C)cc(NS(=O)(=O)c2ccc3c(c2)NC(=O)C(C)S3)c1 (stereo not drawn),12%,-20%,-18%,-7%,/,3%,/,1%,/
Cc1cc(C(=O)Nc2nc3ccc(Cl)cc3s2)nn1C,13%,-2%,-28%,8%,i,13%,-13%,-16%,-6%
CCOc1ccc(NC(=O)CN(C)C(=O)CN2C(=O)C3CC=CCC3C2=O)cc1OCC (stereo not drawn),-13%,22%,i,1%,i,-17%,1%,7%,-3%
Cc1cc(Nc2ccccc2)n(CCO)n1,-17%,27%,1%,2%,/,11%,1%,7%,/
CCC(Oc1ccccc1)C(=O)Nc1ccc(S(=O)(=O)N2CCOCC2)cc1 (stereo not drawn),-1%,-16%,i,5%,i,3%,0%,21%,0%
CC(C)(C)C(=O)Cn1c(=O)n(CC2CCCO2)c(=O)c2ccccc21 (stereo not drawn),-2%,-16%,i,10%,i,3%[1.53 µM],0%,-2%,-2%
Clc1cccc(CNc2nc(-c3cccnc3)nc3ccccc23)c1,0%,?,-46%[inhibitor],12%,i,?,1%,-5%,-11%
CCN(CC)CC(=O)NCC1(c2ccccc2)CCOCC1,11%,0%,-1%[57.5 µM],8%,i,-3%,2%,9%,0%
Cc1cccc(C)c1OCc1cc(C(=O)N2CCN(c3ccccc3)CC2C)no1 (stereo not drawn),-34%[inhibitor],?,-50%[inhibitor],/,i,-4%,-1%,-16%,5%
O=C(Cc1ccccc1F)Nc1cccc(S(=O)(=O)N2CCCCC2)c1,6%,-25%,-20%,9%,i,0%,/,7%,-4%
Cn1cc(/C=C/C(=O)N2CCCC(C(=O)c3ccc(C(C)(C)C)cc3)C2)cn1 (stereo not drawn),7%,?,i,24%,i,-6%,1%,5%,5%
C[n+]1ccccc1/C=C/c1ccc2ncccc2c1,-2%,-26%,-11%,-3%,i,-8%,0%,-1%,-7%

# High-throughput results: PubChem, National Center for Advancing Translational Sciences (NCATS)
